Screens: PubChem, several laboratories
Rin1 Abl inh = inhibitors of human Rin1-Abl protein interaction. TR-FRET Rin1/Abl binding, biochemical. inhibition, % at 7.35 µM. 360,000 tested, 0.4% active; in the data active = inhibition above about 5%, passing the limit was not always enough
CSN inh = CSN deneddylation inhibition; 360,000 tested, 0.38% active; AID 651999; Purified CSN, SCF-Nedd8-OG deneddylation, fluorescence polarization; inhibition, % at 12.5 µM; Q92905;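 active = pattern-corrected inhibition above about 35%, with an unprinted fluorescence ratio check between 0.5 and 1.5, limit read from the data, passing the limit was not always enough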;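 also: 0% = enzyme with substrate and 100% = substrate without enzyme; some results filed as inactive read as strong as hits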
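test system = HEK293T-derived human Csn5 enzyme | amount = 0.24 nM Csn5 enzyme, final concentration | medium = Tris/NaCl/DTT buffer, pH 7.5 | schedule = 90 min reaction at room temperature | signal = FP | evaluation = inhibition of Csn5 cleavage, % | compound dosing = single dose of 12.5 µM compound with 0.25% DMSO | probe or stimulus = 10 nM SCFSkp2-Nedd8OG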
SKN-1 inh = C. elegans SKN-1 inhibition; 360,000 tested, 0.49% active; C. elegans VP596 Pgst-4::GFP/RFP ratio, acrylamide-induced, 24 h; AID 624304; inhibition, % at 21.8 µM;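 active = interference check ratio from 0.5 to 1.5 plus GFP to RFP signal ratio inhibition reaching or exceeding a fixed threshold, cut at about 30% in these data, passing the limit was not always enough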; also: some compounds called inactive have numbers as strong as hits
MLLE-PAM2 inh = blocks PAM2 peptide binding to the PABP1 MLLE domain; inhibition, % at 20 µM; GST-MLLE / FITC-PAM2 fluorescence polarization; 360,000 tested, 0.36% active; P11940; AID 588489; in the data active = inhibition above about 35%, passing the limit was not always enough;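 also: plate controls were DMSO wells with GST-MLLE for no effect and wells lacking GST-MLLE protein for full effect; some results filed as inactive read as strong as hits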
FAS TE block = blocks the thioesterase domain of human fatty acid synthase; recombinant FAS-TE, OMFH fluorogenic substrate, fluorescence endpoint; 360,000 tested, 0.67% active; inhibition, % at 15 µM; P49327;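 active = compounds whose normalised, plate-corrected inhibition of enzyme fluorescence in the single-dose primary screen is 50% or more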;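 also: 0% = DMSO with enzyme and 100% = substrate without enzyme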
NadD block = inhibitors of Staphylococcus aureus NadD; inhibition, % at 20 µM; 360,000 tested, 0.78% active; AID 602399; purified NadD enzyme, colorimetric absorbance read-out; in the data active = inhibition above about 26%; also: some compounds past the cut are filed as inactive
MT1-MMP act inh = blocks activation of human MT1-MMP. P50281. HT1080 RFP-PRO-GFP cells, GFP/RFP ratio fluorescence, overnight; percent of plate control window, DMSO zero. GFP/RFP ratio change, % at 20 µM. 360,000 tested, 0.061% active. AID 651647;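 active = GFP/RFP ratio change of at least 30% with cell ATP level not reduced by more than half and red fluorescence within 50% of control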; also: strong numbers were not always called active
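Test system: HT1080 cells expressing an RFP-PRO-GFP fluorescent reporter construct / Compound dosing: single-point 20 µM compound, 1% DMSO / Schedule: cells overnight before dosing, compound overnight, 37 °C, 5% CO2 / Evaluation: GFP/RFP fluorescence ratio / Control set: DMSO and RFP-L50D-GFP cell wells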
Neddylation inh = cullin neddylation inhibition; P61081+Q13564; TR-FRET cullin neddylation, biochemical; calls only at 25 µM; 360,000 tested, 0.58% active; AID 651699; in the data active = inhibition above about 36%
Rpn11 inh = blocks the human proteasome subunit Rpn11. O00487. AID 588493. calls only at 20 µM. 360,000 tested, 0.59% active. human 26S proteasome, Ub4-pepOG fluorescence polarization; 20S core pre-blocked with epoxomicin;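 active = inhibition at 20 µM, scaled to each plate's controls, above about 33%, limit read from the data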
The depositor's hits bear a star; i = inactive; nt = not tested or not shown. Not a hit list; about 3.9% have a hit in one of these screens.

SMILES | Rin1 Abl inh | CSN inh | SKN-1 inh | MLLE-PAM2 inh | FAS TE block | NadD block | MT1-MMP act inh | Neddylation inh | Rpn11 inh
Cc1ccc(C(=O)Nc2cccc(C(F)(F)F)c2)cc1Nc1cnccn1 | 3.3 | -2.6 | -5.0 | -27.0 | 2.6 | -1.3 | 10.7 | i | i
Cc1ccc(O)c(NC(=S)NC(=O)CC(C)C)c1 | 1.6 | -9.8 | -1.2 | 32.8 | -7.2 | -1.1 | 2.3 | i | i
NC(=O)C1CCN(C(=O)/C=C/c2cc(Br)ccc2F)CC1 | 0.1 | 1.4 | -6.9 | 0.9 | -2.3 | 0.8 | 0.2 | i | i
CCC(CC)NC(=O)CSc1ccc(S(=O)(=O)N2CCCCC2)cn1 | -0.8 | 4.6 | -3.1 | 23.4 | -1.8 | 1.5 | 6.6 | i | i
CC(=O)Nc1ccc(NC(=O)c2cccc(S(=O)(=O)N3CCCCCC3)c2)cc1 | -0.8 | 2.6 | -2.7 | -3.2 | -13.9 | 0.7 | 4.1 | i | i
Cn1c(SCC(=O)N2CCN(Cc3ccccc3)CC2)nnc1-c1ccncc1 | -2.9 | -6.5 | 9.1 | 6.1 | -6.0 | -1.2 | 0.2 | i | i
CCCC(=O)N(c1ccc(OCC)cc1)S(=O)(=O)c1ccc2c3c(cccc13)C(=O)N2C | -0.4 | 0.6 | 9.4 | 15.2 | 32.1 | 0.4 | 1.8 | nt | i
COc1ccc(NC(=O)CN(C)S(=O)(=O)c2cccs2)cc1 | 0.1 | -5.1 | -8.1 | -2.2 | -6.1 | 1.6 | -3.2 | i | i
O=c1c2ccccc2nc(COc2ccccc2)n1/N=C/c1cn[nH]c1-c1ccccc1 | -0.6 | 4.3 | 17.6 | -7.7 | -0.7 | -1.7 | 1.3 | i | i
Cc1c(Cl)cccc1NC(=O)C1C2C=CC(C2)C1C(=O)O (stereo unspecified) | -1.7 | 0.1 | -9.7 | -7.8 | -3.0 | 7.6 | 1.5 | i | i
Cc1cc(Br)cc(Br)c1OCC(=O)NNC(=O)Nc1ccccc1 | 1.2 | -0.3 | -10.3 | -7.2 | -3.1 | 1.9 | 4.0 | i | i
O=C(Nc1cccc(-n2cnnn2)c1)c1ccc(OC(F)(F)F)cc1 | 1.3 | 2.5 | 9.1 | -3.7 | 33.7 | -6.8 | 6.1 | i | i
O=C(NNC(=O)OCc1ccccc1)OCc1ccccc1 | 3.4 | -0.9 | 18.0 | -14.1 | -6.2 | -2.1 | 2.4 | i | i
CCc1nc(SCc2ccccn2)c2c(=O)n(C)c(=O)n(C)c2n1 | 1.8 | 11.8 | -10.5 | 7.3 | 1.0 | -3.7 | 3.4 | i | i
c1ccc(CCCN2CCN(c3ccccn3)CC2)cc1 | -2.1 | 1.0 | 5.4 | 8.1 | -4.0 | -5.3 | -1.3 | i | i
CC(=O)Nc1ccc(S(=O)(=O)NCc2ccc(C(=O)NCCN3CCCCCC3)cc2)cc1 | -3.1 | 0.7 | 1.7 | -1.4 | -8.5 | -5.5 | 1.3 | i | i
CC(C)(C)OC(=O)C(C)(C)O/N=C(\C(=O)O)c1csc(N)n1 | 1.1 | 2.3 | 7.2 | -11.3 | -5.0 | -2.7 | 5.4 | i | i
CCOC(=O)CCNC(=O)N1CCCC(C(=O)c2cccc(OC(C)C)c2)C1 (stereo unspecified) | -0.8 | 2.0 | -1.9 | -5.3 | -2.1 | -4.3 | -3.7 | i | i
Cc1cccc(N2C(=O)CC(N3CCN(c4ccccc4)CC3)C2=O)c1 (stereo unspecified) | 1.0 | 1.4 | 9.0 | 3.2 | -6.4 | 2.2 | 1.3 | i | i
Cc1ccc(C)c(-c2csc(NC(=O)c3c(C)noc3C)n2)c1 | -0.8 | 1.9 | 2.1 | -0.3 | 0.7 | 4.1 | 4.6 | i | i
O=c1c(-c2ccc(Cl)cc2)coc2c(CN3CCOCC3)c(O)ccc12 | 0.7 | 5.0 | -16.5 | 1.3 | -1.1 | -6.8 | 0.1 | nt | i
Cc1cc2c(sc3ccccc32)c(C)n1 | -2.8 | 6.9 | 16.9 | 7.5 | -2.8 | -4.7 | 2.2 | i | i
O=C1C2C3c4ccccc4C(c4ccccc43)C2C(=O)N1c1nc(-c2ccccc2)cs1 (stereo unspecified) | 2.6 | -2.6 | -9.3 | 0.8 | 39.6 | 16.0 | -3.4 | i | i
CCOC(=O)N1CCN(C(=O)c2ccc3c(=O)n(CC4CCCO4)c(=S)[nH]c3c2)CC1 (stereo unspecified) | 0.9 | 4.3 | 9.4 | -16.8 | -7.7 | -0.9 | 3.6 | i | i
COc1ccc2occ(C(C)=O)c2c1 | -1.4 | -2.7 | -1.2 | 9.2 | -2.7 | -3.6 | -1.4 | i | i
CCc1ccccc1NC(=O)COc1ccc(C(=S)N2CCCC2)cc1 | -0.3 | 4.6 | -5.1 | 2.1 | -3.4 | -7.5 | -0.4 | i | i
O=C(C[n+]1ccc(C(=O)c2ccccc2)cc1)Nc1ccc(C(F)(F)F)cc1 | -0.9 | 5.0 | 3.1 | 7.0 | -8.4 | -6.8 | -4.2 | i | i
CCOCCCn1c(SCC(=O)Nc2ccccc2)nc2ccccc2c1=O | 0.7 | 0.4 | -4.2 | -1.8 | 7.6 | -9.0 | -1.2 | i | i
CC(C)CNC(=O)c1cccc(NC(=O)c2ccccc2-c2ccccc2C(=O)O)c1 | 0.1 | 4.4 | 20.2 | 1.5 | -3.3 | -2.0 | 3.2 | i | i
O=C(c1ccco1)N1CCN(S(=O)(=O)c2cccc3nsnc23)CC1 | -5.2 | 3.5 | -13.7 | 2.8 | -2.1 | -2.3 | -1.2 | i | i
COc1cc(CC(NC(C)=O)C(=O)NC2CCN(c3nc(OC)nc(OC)n3)CC2)cc(OC)c1 (stereo unspecified) | -0.4 | -2.3 | -1.3 | 10.4 | -2.8 | -3.9 | -2.7 | i | i
COC(=O)c1c(NC(=O)CSc2nnc(-c3ccco3)n2C)sc(C)c1C | 3.5 | 3.2 | -1.5 | 0.6 | 0.7 | -1.6 | -0.7 | i | i
CN(C)C(=O)CCCCCCCCC(=O)N(C)C | -0.4 | 1.2 | 10.2 | 7.6 | -6.9 | -7.6 | -3.0 | i | i
COC(=O)c1sccc1-n1cc2c(c1-c1ccccc1)c(=O)n(C)c(=O)n2C | 0.0 | 1.1 | -2.8 | 22.8 | -4.5 | -2.7 | 0.7 | i | i
C#Cc1ccc([C@H]2C=C(C(=O)N3CCOCC3)O[C@@H](OCc3ccc(CO)cc3)C2)cc1 | 2.1 | -1.5 | 7.7 | -25.5 | -8.1 | -3.5 | -3.7 | i | i
CCCNC(=O)C1CCN(S(=O)(=O)c2cccs2)CC1 | -0.3 | -4.1 | 7.2 | -9.2 | -3.9 | -8.9 | -2.4 | i | i
CCOC(=O)c1[nH]c(COC(=O)C2CC(=O)N(Cc3ccccc3)C2)c(C(=O)OCC)c1C (stereo unspecified) | 0.4 | -2.8 | -8.4 | -0.5 | 2.7 | -1.5 | -0.5 | i | i
CCc1ccccc1NC(=O)CN(C)C(=O)Cn1cnc2ccc(Cl)cc2c1=O | 2.3 | -3.5 | -5.0 | -6.0 | -9.6 | -0.2 | -4.3 | i | i
Cc1nnc(SCC(=O)Nc2cccc([N+](=O)[O-])c2)n1CC1CCCO1 (stereo unspecified) | -1.6 | 5.1 | -2.7 | 8.8 | -1.7 | -3.3 | -2.1 | i | i
COc1ccc(NC(=O)C23CC4CC(C2)CC(n2cnc(Br)n2)(C4)C3)cc1Cl | 2.5 | -3.1 | 8.8 | -1.6 | 18.2 | -12.0 | 6.0 | i | i

2 of these compounds, set out differently.
COC(=O)c1c(NC(=O)CSc2nnc(-c3ccco3)n2C)sc(C)c1C
  Rin1 Abl inh: 3.5; CSN inh: 3.2; SKN-1 inh: -1.5; MLLE-PAM2 inh: 0.6; FAS TE block: 0.7; NadD block: -1.6; MT1-MMP act inh: -0.7; Neddylation inh: i; Rpn11 inh: i

CCc1ccccc1NC(=O)CN(C)C(=O)Cn1cnc2ccc(Cl)cc2c1=O
  Rin1 Abl inh: 2.3; CSN inh: -3.5; SKN-1 inh: -5.0; MLLE-PAM2 inh: -6.0; FAS TE block: -9.6; NadD block: -0.2; MT1-MMP act inh: -4.3; Neddylation inh: i; Rpn11 inh: i

Going on with the list:
SMILES | Rin1 Abl inh | CSN inh | SKN-1 inh | MLLE-PAM2 inh | FAS TE block | NadD block | MT1-MMP act inh | Neddylation inh | Rpn11 inh
Cc1c(C#N)c2ccccc2n1CCOc1ccccc1F | 2.0 | 2.4 | 4.7 | -7.3 | 37.9 | -6.9 | -2.7 | i | i
COc1cccc(NC(=O)N2CCCC2C(=O)NCc2ccccc2)c1 (stereo unspecified) | 0.0 | -0.8 | -1.3 | 3.4 | -6.9 | -0.5 | -0.4 | i | i
COC(=O)C1=C(C)NC(=O)C1(NC(=O)CN1CCCC1=O)C(F)(F)F (stereo unspecified) | 1.4 | -3.2 | 18.3 | 6.9 | -7.3 | 0.0 | -0.8 | i | i
Cc1c(C(=O)NC2CCCCC2)oc2c1C(=O)CC(C)(C)C2 | -0.6 | -6.9 | -1.9 | -0.6 | -5.1 | -5.2 | -6.9 | i | i
COc1ccc(C2=Nc3ccccc3N(C(=O)c3cccnc3)C2C(=O)NC(C)(C)C)cc1 (stereo unspecified) | nt | -0.1 | -5.3 | nt | nt | nt | -1.1 | i | nt
CCn1cc(C2C(C(=O)Nc3ccc(Br)cn3)=C(C)NC3=C2C(=O)CCC3)c(C)n1 (stereo unspecified) | -3.0 | 2.1 | 7.1 | -8.3 | -14.8 | -1.0 | -1.1 | nt | i
O=C(NNC(=O)c1cnccn1)c1ccc(Cl)c(Cl)c1 | -1.1 | -0.1 | -1.6 | 6.3 | 1.6 | -7.4 | -0.7 | i | i
COc1ccc2oc(C(=O)OCC(=O)NCc3ccccc3OC)c(C)c2c1 | 0.5 | -7.0 | 8.7 | 10.5 | -1.0 | -0.5 | -1.8 | i | i
Cc1ccc2[nH]nc(C(=O)N3CCCC(C(=O)c4ccc(Cl)cc4)C3)c2c1 (stereo unspecified) | 4.9 | -15.7 | 6.1 | 8.9 | 2.3 | 5.1 | 4.1 | i | i
CC(C)CC(=O)N1CCN(Cc2cccc(F)c2)CC1 | -1.3 | 0.0 | -26.0 | 0.6 | -10.3 | -1.7 | 4.4 | i | i
OC(CN1CCN(Cc2ccccc2)CC1)c1ccc(Br)cc1 (stereo unspecified) | -1.2 | 1.6 | -5.0 | 0.3 | -3.5 | -5.9 | 2.4 | i | i
O=[N+]([O-])c1ccc(N2CCN(C(=S)Nc3ccc(F)cc3)CC2)cc1 | 0.1 | -3.0 | -9.9 | -103.7 | 16.6 | -2.4 | -2.0 | i | i
O=C(NCCO)/C(=C\c1cccc([N+](=O)[O-])c1)NC(=O)c1ccco1 | -0.9 | 0.5 | 9.0 | -1.4 | 3.6 | -2.1 | 1.3 | i | i
COc1ccc(N2CC(C(=O)OCC(=O)c3cccc(OC)c3)CC2=O)cc1 (stereo unspecified) | 1.2 | -3.8 | -20.8 | 0.5 | -4.6 | -1.6 | -9.8 | i | i
COc1ccc(CN2C(=O)c3cccnc3C2=O)cc1S(=O)(=O)N1CCOc2ccc(C)cc21 | 0.1 | -2.7 | 17.9 | 5.0 | 8.8 | 2.5 | 0.4 | i | i
CC1CCC/C(=N\NS(=O)(=O)c2ccccc2)C1 (stereo unspecified) | -1.5 | 1.4 | -3.2 | -1.5 | -4.0 | -1.8 | 1.2 | i | i
